SKKanGAS inh – inhibitors of SKKanGAS S. pyogenes growth in kanamycin (SK-promoter or general growth effect) | BacTiter-Glo, 6 h | inhibition, % at 7.5 µM | 300,000 tested, 1.3% active | AID 1662;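 active = mean replicate score, as percent of positive control median, at least 50; inconclusive = mean below 50 but one replicate at or above 50; inactive = mean and every replicate below 50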;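 also: strain carries kanamycin resistance gene driven by streptokinase promoter and grows in 40 µg/ml kanamycin; loss of luminescence reflects streptokinase promoter inhibition or plain growth inhibition; 0% = median of DMSO wells and 100% = positive control at its reference dose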
HDAC3 inhib – human HDAC3 inhibition | O15379 | recombinant HDAC3, fluorogenic peptide/trypsin coupled, fluorescence | inhibition, % at 8.3 µM | 320,000 tested, 0.15% active; in the data active = inhibition above about 26%, passing the limit was not always enough; inconclusive = no clear call, values can overlap the other calls
Target sequence (O15379 whole entry, looked up): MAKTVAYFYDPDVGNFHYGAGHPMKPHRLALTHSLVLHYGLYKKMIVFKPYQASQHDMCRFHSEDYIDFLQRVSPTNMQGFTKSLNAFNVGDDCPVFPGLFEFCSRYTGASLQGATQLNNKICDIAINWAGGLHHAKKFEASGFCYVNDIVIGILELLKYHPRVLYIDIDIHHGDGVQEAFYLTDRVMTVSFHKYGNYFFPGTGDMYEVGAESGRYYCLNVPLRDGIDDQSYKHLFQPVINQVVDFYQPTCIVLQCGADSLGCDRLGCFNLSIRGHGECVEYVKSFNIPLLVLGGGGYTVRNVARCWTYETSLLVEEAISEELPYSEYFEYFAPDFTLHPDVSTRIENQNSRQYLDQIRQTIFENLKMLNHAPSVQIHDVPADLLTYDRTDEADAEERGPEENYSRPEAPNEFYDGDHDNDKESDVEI
RGS4 inh – inhibitors of human RGS4 | P49798 | HEK293 M3R/RGS4 inducible, Fluo-4 calcium flux; stronger effect = higher value; triggered by carbachol at its EC20 | 310,000 tested, 0.45% active | B-score at 10 µM;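 active = B-score, a plate-corrected calcium signal, over three deviations above library mean, with baseline fluorescence within five deviations of library mean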;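 also: RGS4 expression induced by doxycycline in cells with stable M3 receptor; B-score is computed from the integrated fluorescence ratio over baseline after carbachol; higher B-score means a larger calcium signal and so more RGS4 inhibition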
Target sequence (P49798 whole entry, looked up): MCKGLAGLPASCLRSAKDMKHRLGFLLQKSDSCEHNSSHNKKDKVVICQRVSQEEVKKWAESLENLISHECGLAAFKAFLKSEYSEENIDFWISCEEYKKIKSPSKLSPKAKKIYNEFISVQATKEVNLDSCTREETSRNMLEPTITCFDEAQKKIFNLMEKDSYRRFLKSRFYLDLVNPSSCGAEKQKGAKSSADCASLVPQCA
ANO1 block – mouse TMEM16A channel inhibition, primary screen | Q8BHY3 | HEK293 TMEM16A/YFP iodide influx fluorescence, ionomycin | normalized B-score (activity score, 25-100; higher = stronger inhibition) at 10 µM | 310,000 tested, 1.2% active | AID 588511;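 active = ratio plate-corrected score three or more library SD toward inhibition, starting fluorescence score within five deviations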;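 also: score derived from kinetic fluorescence span divided by baseline fluorescence per well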
MrgX1 antag – antagonists of human MrgX1 receptor; B-score at 10 µM; AID 588676; MRGX1-HEK293 calcium flux, Fluo-4, BAM8-22 antagonism; stronger effect = lower value; 310,000 tested, 1.3% active;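 active = calcium-response B-score plate-corrected more than 3 library SD below zero, starting fluorescence within 5 deviations, no agonist response on first addition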;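 also: peak minus trough fluorescence over baseline after final BAM8-22 challenge near maximal dose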
Target sequence (Q96LB2 whole entry, looked up): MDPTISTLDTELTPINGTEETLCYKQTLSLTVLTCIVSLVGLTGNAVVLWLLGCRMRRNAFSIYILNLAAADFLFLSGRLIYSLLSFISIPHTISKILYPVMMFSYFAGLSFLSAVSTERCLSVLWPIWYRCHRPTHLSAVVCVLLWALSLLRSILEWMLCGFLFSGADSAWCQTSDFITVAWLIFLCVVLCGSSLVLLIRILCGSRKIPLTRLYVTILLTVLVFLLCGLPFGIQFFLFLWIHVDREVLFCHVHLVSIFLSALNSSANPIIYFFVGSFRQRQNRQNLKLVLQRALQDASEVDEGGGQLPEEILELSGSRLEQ
TRPC6 act – mouse TRPC6 channel activation | B-score at 10 µM | Q61143 | AID 2550 | HEK293-TRPC6 membrane potential dye fluorescence; stronger effect = higher value | 310,000 tested, 0.13% active;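 active = B-score of the integrated fluorescence ratio above library mean plus 3 SD, and starting fluorescence ratio within library mean plus 5 SD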;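 also: higher score means more depolarization so channel activation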
ANO1 activ – mouse TMEM16A channel activation, primary screen. AID 623877. B-score at 10 µM. 340,000 tested, 0.3% active. HEK293 TMEM16A/YFP-H148Q/I152L, iodide quench fluorescence; stronger effect = lower value;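 active = fluorescence-ratio B-score plate-corrected deviation score at least 3 library SD below zero, with starting fluorescence score within 5 deviations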;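 also: channel opened by trigger with iodide after compound preincubation; score built on the fluorescence ratio of max minus min over baseline; more negative score means more quench and so TMEM16A activation or potentiation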
RGS4 act – potentiators or activators of RGS4 | HEK293 M3R/inducible RGS4, carbachol calcium flux Fluo4; stronger effect = lower value | B-score at 10 µM | 310,000 tested, 0.92% active | AID 463111;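 active = B-score of the integrated calcium signal more than 4 SD below the library mean, with starting fluorescence not abnormally high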;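 also: negative B-score means reduced calcium response which marks RGS4 activation or potentiation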
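Reagent: ECmax carbachol challenge; Test system: M3R-expressing HEK293 line, RGS4 induced by doxycycline; Schedule: overnight RGS4 induction, 30 min dye load 37 °C, 20 min compound RT; Detection: calcium dye Fluo4 fluorescence; Read-out: Agonist-evoked peak-minus-minimum fluorescence over baseline, integrated ratio, B score.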
MrgX1 ag – agonists of human MrgX1 receptor; 310,000 tested, 0.44% active; Q96LB2; MrgX1-HEK293 cells, Fluo-4 calcium fluorescence, agonist mode; stronger effect = higher value; B-score at 10 µM; AID 588627;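 active = calcium response B-score plate-corrected fluorescence ratio at least 3 library SD, with starting fluorescence B-score inside 5 SD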
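Material: MrgX1-expressing HEK293 cells / Dosing: compound as first of three additions / Incubation: overnight seeding, then 1 h dark dye loading / Signal: Fluo-4 NW calcium fluorescence / Evaluation: B-scored fluorescence response ratio / Benchmarks: positive and negative control wells on each plate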
MrgX1 allo act – allosterically activates human MrgX1 receptor signaling; Q96LB2; MrgX1-HEK293, Fluo-4 calcium flux, FDSS; stronger effect = higher value; B-score at 10 µM; 310,000 tested, 0.63% active; AID 588675;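 active = plate-corrected calcium response at least 3 library SD above typical, normal starting fluorescence, not activating the receptor alone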;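 also: compound read alongside a low EC10 to EC30 dose of BAM8-22 agonist; peak minus trough fluorescence over baseline measured at the second addition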
TRPC6 inh – blocks the mouse TRPC6 cation channel. Q61143. HEK293-TRPC6, membrane potential dye, ACh-evoked depolarization; stronger effect = lower value. B-score at 10 µM. 310,000 tested, 1.1% active;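 active = B-score under library mean minus 3 SD, initial fluorescence not abnormally high, positive integrated signal ratio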;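 also: B-score derived from integrated fluorescence ratio over the kinetic read; more negative B-score means stronger inhibition of depolarization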
* marks the source's active call; other numbers are inactive results; i = inactive; ? = inconclusive; nt = no result given.

SMILES	SKKanGAS inh	HDAC3 inhib	RGS4 inh	ANO1 block	MrgX1 antag	TRPC6 act	ANO1 activ	RGS4 act	MrgX1 ag	MrgX1 allo act	TRPC6 inh
CCn1c(Cc2ccccc2)nnc1SCC(=O)Nc1ccc2c(c1)OCCO2	-1.6	-1.1	i	i	i	i	i	i	i	i	i
CC(=O)c1cnc2c(C(=O)O)cnn2c1C	1.8	0.8	i	i	i	i	i	i	i	i	i
CCN(CC)S(=O)(=O)c1ccc(N2CCOCC2)c(NS(=O)(=O)c2cc(C(C)(C)C)ccc2C)c1	3.8	?	i	i	i	i	i	i	i	i	i
CC(C)(C)N1CC2([N+](=O)[O-])CN(C(C)(C)C)CC([N+](=O)[O-])(C1)C2	-5.7	-5.1	i	i	i	i	i	i	i	i	i
COc1ccc(C=O)cc1OC(=O)N1CCOCC1	0.5	2.2	i	i	i	i	i	i	i	i	i
CCCC[C@@H]1CN=C(N)N1CCc1cc(C(F)(F)F)cc(C(F)(F)F)c1	11.5	-5.9	i	i	i	i	i	i	i	i	i
Cc1cc(-c2cc(C(=O)NC3CCCC3)on2)nc(NCC2CC2)n1	-5.5	4.3	i	i	i	i	i	i	i	i	i
CCn1cc(C2=NCCO2)c2ccccc21	-3.0	1.9	i	i	i	i	i	i	i	i	i
COc1ccc(C(C(=O)Nc2ccc(C(C)C)cc2)N(C)C(=O)CNC(C)=O)cc1 (centres undefined)	1.4	-1.7	i	i	i	i	i	i	i	i	i
O=C(CN1C(=O)S/C(=C\c2ccccc2Cl)C1=O)NC1C=CS(=O)(=O)C1 (centres undefined)	0.1	4.2	i	i	i	i	i	i	i	i	i
Cc1ccc2[nH]c3c(=O)n(CCN4CCNCC4)cnc3c2c1	5.0	-4.9	i	i	i	i	i	i	i	i	i
CN1CCN(C(=O)CCN2C(=O)/C(=C\c3ccc(Cl)cc3Cl)SC2=S)CC1	13.0	-1.4	i	i	i	i	i	i	i	i	i
O=C(COC(=O)CC1CCCC1)Nc1cc2c(cc1Cl)C(=O)c1ccccc1C2=O	5.3	-2.9	i	i	i	i	i	i	i	i	i
NC(=O)CCN1CCN(Cc2cn[nH]c2-c2cccc3ccccc23)CC1	-6.3	1.7	i	i	i	i	i	i	i	i	i
O=C(NNC(=S)Nc1ccc(Cl)cc1)c1cccs1	-4.8	-2.2	i	i	i	i	i	i	i	i	i
CCC(C)(C)NC(=O)C(c1ccc(OC)cc1)N(CCOC)C(=O)CCC(=O)Nc1nccs1 (centres undefined)	6.4	-4.7	i	i	i	i	i	i	i	i	i
CC(=O)Nc1cccc(NC(=O)CSc2nnc(Cc3cccn3C)n2-c2ccc(F)cc2)c1	-10.6	10.6	i	i	i	i	i	i	i	i	i
Cc1ccc(NC(=O)CN2CCN(CCN=CC3=C(O)CC(C)(C)CC3=O)CC2)cc1	-2.1	4.1	i	i	i	i	i	i	i	i	i
Cc1cc(-c2cc(C(=O)Nc3ccccc3)on2)nc(NC2CCCC2)n1	0.2	6.3	i	i	i	i	nt	i	i	i	i
O=[N+]([O-])c1ccccc1SNc1ccc(Br)cn1	-8.3	-3.9	i	i	i	i	i	i	i	i	i
Cc1cnn(-c2cc(Oc3ccccc3)ncn2)c1	1.8	0.1	i	i	i	i	i	i	i	8.77*	i
Cc1ccc(NS(=O)(=O)c2ccc(-n3cccn3)cc2)cc1F	5.7	0.5	i	i	i	i	i	i	i	i	i
Cc1cc(=O)[nH]c(SCCOc2cccc(C(F)(F)F)c2)n1	-11.0	-1.0	i	i	i	i	i	i	i	i	i
O=C(COc1ccccc1Cl)NCc1ccncc1	-7.8	7.7	i	i	i	i	i	i	i	i	i
COc1ccccc1N1C(=O)c2ccc(C(=O)Nc3ccccc3O)cc2C1=O	10.9	?	i	i	i	i	i	i	i	i	i
Cc1ccc(N2CCN(C(=O)NC3CCCCC3)CC2)c(C)c1	-1.0	-2.0	i	i	i	i	i	i	i	i	i
O=C(CCN1C(=O)/C(=C/c2ccccc2Cl)SC1=S)N1CCCC1	8.1	-6.3	i	i	i	i	i	i	i	i	i
COc1ccc(C(=O)NC2CC2)cc1OC1CCN(Cc2ccc(F)c(F)c2)CC1	-6.8	-4.5	i	i	i	i	i	i	i	i	i
C=CCn1c(SCc2csc(-c3ccc(C)cc3)n2)nnc1-c1ccccc1OC	-5.1	4.0	i	i	-6.01*	i	i	i	i	i	i
CCCCn1c(N)c(N(CCOC)C(=O)COC(=O)CSc2cc(C)c3ccccc3n2)c(=O)[nH]c1=O	-2.1	-4.4	i	i	i	i	i	i	i	i	i
O=C(CN1CCN(Cc2ccccc2)CC1)NNC(=O)c1ccc(Cl)cc1	-11.8	10.3	i	i	i	i	i	i	i	i	i
COc1ccc(C2C(C)C3(O)CC(C#N)(C(=O)N3)C2(C#N)C#N)cc1 (centres undefined)	3.8	-2.3	i	i	i	i	i	i	i	i	i
O=C(COc1cccnc1[N+](=O)[O-])N1N=C(c2ccc(Cl)cc2)CC1c1ccco1 (centres undefined)	-1.0	-1.6	i	i	i	i	i	i	i	i	i
Cc1cc(=O)n(C)c(=O)n1CC(=O)N1CCCCCC1	2.9	-1.1	i	i	i	i	i	i	i	i	i
CCCCn1nnc(NC(=O)CCC)n1	-3.0	2.8	i	i	i	i	i	i	i	i	i
NC(=O)/C=C\c1cn(-c2ccccc2)nc1-c1ccc2c(c1)OCCO2	-3.3	0.8	i	i	i	i	i	i	i	i	i
O=C(O)/C=C/c1cccnc1	5.7	-6.3	i	i	i	i	i	i	i	i	i
COc1cc(S(=O)(=O)N2CCN(c3ccccc3)CC2)ccc1Cl	1.7	-0.2	i	i	i	i	i	i	i	i	i
CCOC(=O)N1CCN(C(=O)c2ccc(Cl)nc2)CC1	-8.4	-3.7	i	i	i	i	i	i	i	i	i
COc1ccc(/C=N/NC(=O)c2nn(-c3ccc(Cl)cc3)c(=O)c3c(N)scc23)cc1	11.6	5.7	i	i	i	i	i	i	i	i	-5.95*
CCCCN(CC(=O)NC(C)(C)C)C(=O)C(=O)Nc1ccc2c(c1)OCCO2	4.5	11.3	i	i	i	i	i	i	i	i	i
CC1CCN(CCC(=O)NN)CC1	-13.2	-8.3	i	i	i	i	i	i	i	i	i
Cc1cccc(N(C)C(=O)c2cc(S(=O)(=O)N3CCCCC3)c[nH]2)c1	-4.7	7.8	i	i	i	i	i	i	i	i	i
CCOC(=O)c1cnc2ccc(OCC)cc2c1N(C)Cc1ccccc1	11.4	0.2	i	i	i	i	i	i	i	i	i
CC1CCCCN1S(=O)(=O)c1cccc2nonc12 (centres undefined)	3.0	-0.2	i	i	i	i	i	i	i	i	i
CC(C)OCCCNC(=O)c1cc(-c2cccs2)nc2ccccc12	3.4	nt	i	i	i	i	i	i	i	i	i
COC(=O)C1=CN(CCCN2CCCC2=O)C=C(C(=O)OC)C1c1ccccc1C(F)(F)F	-1.0	-82.1	i	i	i	i	i	i	i	i	i
Cn1c(=O)c(=O)n(C)c2cc(N3CCOCC3)c(NS(=O)(=O)c3ccc([N+](=O)[O-])cc3)cc21	0.5	5.3	i	i	i	i	i	i	i	13.8*	i
Cc1nc(C(=O)N/N=C/c2[nH]ncc2Br)cs1	-4.2	-4.1	i	i	i	i	i	i	i	i	i
CC1(C)Cc2c(cnn2-c2ccccc2)-c2c1c1ccccc1n2CC(O)CBr (centres undefined)	36.6	-5.3	i	i	i	i	i	i	i	i	i
Remaining list, next part:
SMILES	SKKanGAS inh	HDAC3 inhib	RGS4 inh	ANO1 block	MrgX1 antag	TRPC6 act	ANO1 activ	RGS4 act	MrgX1 ag	MrgX1 allo act	TRPC6 inh
COc1cc(OC)c(/C=N/NC(=O)c2ccncc2)cc1Br	1.3	6.7	i	i	i	i	i	i	i	i	i
O=C(/C=C/c1ccc(F)cc1)NNC(=O)CCN1CCN(Cc2ccccc2)CC1	1.1	0.3	i	i	i	i	i	i	i	i	i
O=C(O)CCS(=O)(=O)c1ccccc1Cl	-2.0	-0.7	i	i	i	i	i	i	i	i	i
O=c1c2ccccc2nnn1Cc1nnc(-c2ccccc2Br)o1	-2.8	2.2	i	i	i	i	i	i	i	i	i
CCCCn1c(=O)[nH]c(=O)c2c1nc(-c1ccc(C#N)cc1)n2C1CCCC1	-0.8	-13.9	i	i	i	i	i	i	i	i	i
COc1ccccc1CC(=O)Nc1cc(OC)c(NC(=O)c2ccccc2)cc1OC	23.6	-4.4	i	i	i	i	i	i	i	i	i
O=S(=O)(c1ccc(Cl)nc1)N1CCCCC1	-1.3	-3.3	i	i	i	i	i	i	i	i	i
c1ccc2nc3ccccc3nc2c1	7.7	1.3	i	i	i	i	i	i	i	i	i
O=C(O)c1ccc(S(=O)(=O)NC2CCCCCC2)cc1	5.5	-1.7	i	i	i	i	i	i	i	i	i
CCN(CC)CCN1C(=O)C(=O)/C(=C(/O)c2ccncc2)C1c1ccccc1 (centres undefined)	0.5	2.0	i	i	i	i	i	i	i	i	i
CN(C)/C=C/C(=O)c1ccc([N+](=O)[O-])c(CS(=O)(=O)c2ccccc2)c1	4.2	-1.1	i	i	i	i	i	i	i	i	i
Cc1ccccc1N1CCN(C(=S)c2ccccc2)CC1	-2.5	7.6	i	i	i	i	i	i	i	i	i
COC(=O)c1sc2nc(C)nc(SCC(=O)N3CCC(C(=O)O)CC3)c2c1C	4.0	-2.7	i	i	i	i	i	i	i	i	i
COc1ccc(-c2cc(C(F)(F)F)nc(-n3cc(Br)cn3)n2)cc1	-11.3	-1.5	i	i	i	i	i	i	i	i	i
Cc1cccc(NC(=O)C2CC2c2ccccc2)c1C (centres undefined)	1.2	5.1	i	i	i	i	i	i	i	i	i
CCc1ccc(N2NC(=O)/C(=C/C=C/c3ccco3)C2=O)cc1	-1.0	-1.2	i	i	i	i	i	i	i	i	i
CC(NC(=O)Cc1cccs1)C(c1cccs1)N1CCOCC1 (centres undefined)	14.6	-2.5	i	i	i	i	i	i	i	i	i
CN=C(C)/C(C(=O)OC)=C(/O)c1ccccc1F	-3.6	3.8	i	i	i	i	i	i	i	i	i
O=C(CCNS(=O)(=O)c1ccccc1)NNC(=O)C1COc2ccccc2O1 (centres undefined)	-4.0	0.2	i	i	i	i	i	i	i	i	i
COC(OC)C(C)NC(=O)NC(=O)c1ccccc1Cl (centres undefined)	-4.7	-5.7	i	i	i	i	i	i	i	i	i
CC1CN(c2ccc([N+](=O)[O-])nc2)CC(C)O1 (centres undefined)	-2.8	-5.5	i	i	i	i	i	i	i	i	i

Hits appear at their usual frequency, and some 6.7% of all compounds hit somewhere here.
